Screens as filed in PubChem BioAssay.
KLK7 zymogen act: proKLK7 zymogen activators, primary screen, biochemical, fluorescence intensity. purified proKLK7, EDANS-DABCYL substrate fluorescence; 100% is mature enzyme control, 0% vehicle. 370,000 tested, 0.9% active. AID 652039, 2013. activation, % at 7 µM. Kallikrein-7 (Homo sapiens), P49862;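 active means activation above the mean of all tested compounds plus 3 SD, computed per campaign excluding outliers beyond control limits, cut at about 13% in these data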
Tn7 DDE FP: inhibitors of Tn7 peptide binding to fibrin DD(E), primary screen, biochemical, fluorescence polarization, human fibrin, Tn7 probe | FP displacement of FITC-Tn7 peptide from fibrin DD(E); 0% = median of compound wells per plate | 370,000 tested, 0.13% active | inhibition, % at 8.3 µM | AID 720508, 2013;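 active means inhibition above the mean of compounds falling within the control limits plus 3 SD of them, cut at about 14% in these data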;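 further: 0% = plate median of compound wells and 100% = 10 µM Aha-Tn7 peptide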
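system = human fibrin DD(E) protein | quantity = DD(E) 2 µM final | medium = Tris/NaCl/CaCl2 buffer, pH 7.8 | also added = labelled Tn7 tracer, 0.1 µM | compound dosing = single point at 8.3 µM | timing = compound with protein 10 min, then 3 h after probe, room temperature | signal = FP measurement | benchmarks = Aha-Tn7 high control | repeats = one replicate per compound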
Tn6 DDE FP: inhibitors of Tn6 peptide binding to fibrin DD(E), primary screen, biochemical, fluorescence polarization, human fibrin, Tn6 probe; Fibrinogen beta chain (Homo sapiens), P02675; 370,000 tested, 0.21% active; inhibition, % at 8.3 µM; Fibrin DD(E) TRITC-Tn6 fluorescence polarization displacement;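 active means inhibition above a per-campaign cutoff: mean of compounds within control limits plus 3 SD, cut at about 15% in these data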;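 further: 0% = median of all compound wells on the plate and 100% = blocking peptide control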
UHRF1 binding: UHRF1 methylated DNA binding inhibitors, primary screen, counter-screen for MBD2 inhibitor project, biochemical, TR-FRET, human UHRF1, single concentration | UHRF1 binding to methylated oligo | inhibition, % at 4.4 µM | 370,000 tested, 0.75% active; in the data active means inhibition above about 21%;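 further: UHRF1 SRA domain binding a hemimethylated CpG hairpin DNA probe; 0% = median of test compound wells and 100% = reference inhibitor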
ARFGAP1 inh: inhibitors of rat ARFGAP1 GAP activity, primary screen, biochemical, fluorescence polarization, GDP tracer; ADP-ribosylation factor GTPase-activating protein 1 (Rattus norvegicus), Q62848; Arfgap1-stimulated ARF1 GTP hydrolysis, GDP FP detection; inhibition, % at 16.5 µM; 360,000 tested, 0.26% active; AID 651572, 2012;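 active means inhibition above a per-plate limit, mean inhibition of low control wells plus 3 SD, cut at about 25% in these data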;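 further: 0% = DMSO wells with enzyme and 100% = wells lacking Arfgap1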
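Replicates: Single well per compound | Assay system: Truncated rat Arfgap1 GAP domain | Control set: No-Arfgap1 wells (100%) versus DMSO full-reaction wells (0%) | Times: Enzyme reaction 120 min at 25 °C after 20 min preincubation | Reagent: Human ARF1(Δ1-17)-GTP substrate | Measured by: Tracer-displacement fluorescence polarization with EDTA stop, 620/688 nm | Measure: Percent inhibition of Arfgap1-stimulated GTP hydrolysis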
PLCg1 inh: PLC-gamma1 enzyme inhibitors, primary screen, biochemical, fluorescence, purified enzyme; 1-phosphatidylinositol 4,5-bisphosphate phosphodiesterase gamma-1 (Homo sapiens), P19174; fluorogenic substrate; inhibition, % at 12.2 µM; 370,000 tested, 0.84% active; AID 720700, 2013; in the data active means inhibition above about 9.5%
Target sequence (P19174 whole entry, looked up): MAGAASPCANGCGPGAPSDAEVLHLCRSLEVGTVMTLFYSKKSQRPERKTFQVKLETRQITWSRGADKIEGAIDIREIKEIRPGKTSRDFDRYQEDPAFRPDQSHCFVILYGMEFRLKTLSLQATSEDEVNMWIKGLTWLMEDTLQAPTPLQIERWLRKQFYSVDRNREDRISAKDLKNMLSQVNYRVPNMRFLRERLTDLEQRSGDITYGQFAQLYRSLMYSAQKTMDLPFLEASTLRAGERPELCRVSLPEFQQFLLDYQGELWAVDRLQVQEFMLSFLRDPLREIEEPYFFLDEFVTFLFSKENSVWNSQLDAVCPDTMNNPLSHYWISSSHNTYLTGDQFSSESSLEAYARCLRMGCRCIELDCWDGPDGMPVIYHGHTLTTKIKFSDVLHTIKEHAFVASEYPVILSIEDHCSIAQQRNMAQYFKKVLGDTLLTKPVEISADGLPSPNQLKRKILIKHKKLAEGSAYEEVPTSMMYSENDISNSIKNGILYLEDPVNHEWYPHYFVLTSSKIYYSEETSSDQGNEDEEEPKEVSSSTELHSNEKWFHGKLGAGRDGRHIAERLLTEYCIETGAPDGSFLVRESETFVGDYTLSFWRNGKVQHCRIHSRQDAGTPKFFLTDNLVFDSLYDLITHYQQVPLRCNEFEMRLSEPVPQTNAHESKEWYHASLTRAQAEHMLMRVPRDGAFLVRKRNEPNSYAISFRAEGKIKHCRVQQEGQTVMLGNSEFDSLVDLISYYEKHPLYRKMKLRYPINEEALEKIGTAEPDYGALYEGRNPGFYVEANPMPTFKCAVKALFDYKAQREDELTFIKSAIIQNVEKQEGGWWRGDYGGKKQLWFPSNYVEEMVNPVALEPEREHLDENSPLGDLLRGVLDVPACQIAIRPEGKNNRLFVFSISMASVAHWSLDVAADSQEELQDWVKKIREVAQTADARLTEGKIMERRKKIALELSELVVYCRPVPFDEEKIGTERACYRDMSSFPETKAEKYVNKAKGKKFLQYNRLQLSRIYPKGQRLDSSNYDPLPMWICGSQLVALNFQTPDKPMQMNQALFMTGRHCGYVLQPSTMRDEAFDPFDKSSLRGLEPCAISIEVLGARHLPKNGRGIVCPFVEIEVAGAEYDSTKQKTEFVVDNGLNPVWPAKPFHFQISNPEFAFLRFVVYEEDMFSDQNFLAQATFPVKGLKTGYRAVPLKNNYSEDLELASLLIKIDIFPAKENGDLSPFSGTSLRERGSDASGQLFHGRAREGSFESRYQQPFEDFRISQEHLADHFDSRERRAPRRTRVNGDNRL
ADAM17 inh: ADAM17 inhibitors, primary screen, biochemical, QFRET. Disintegrin and metalloproteinase domain-containing protein 17 (Homo sapiens), P78536. recombinant ADAM17, EDANS/DABCYL FRET peptide cleavage. inhibition, % at 6.95 µM. 370,000 tested, 0.83% active. AID 720648, 2013;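 active means inhibition above the mean of compounds lying between control limits plus 3 SD, set per campaign, cut at about 8.5% in these data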;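 further: 0% = DMSO-only wells as the low control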
PLC-beta3 inh: human PLC-beta3 inhibitors, primary screen, biochemical, fluorescence; 1-phosphatidylinositol 4,5-bisphosphate phosphodiesterase beta-3 (Homo sapiens), Q01970; Purified PLC-beta3, fluorogenic substrate; inhibition, % at 12.2 µM; 370,000 tested, 0.18% active; AID 720704, 2013; in the data active means inhibition above about 11%;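 further: 0% = median of compound wells on plate and 100% = full blocker control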
ASAP1 GAP inh: inhibitors of human ASAP1 ArfGAP activity, primary screen, biochemical, fluorescence polarization. Arf-GAP with SH3 domain, ANK repeat and PH domain-containing protein 1 (Homo sapiens), …. ASAP1-stimulated ARF1 GTP hydrolysis, GDP FP detection. inhibition, % at 16.5 µM. 360,000 tested, 0.19% active; in the data active means inhibition above about 25%;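 further: 0% = vehicle with enzyme and substrate and 100% = no enzyme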
MBD2 inh: inhibitors of MBD2 binding to methylated DNA, primary screen, biochemical, TR-FRET, DNA-binding domain, human | inhibition, % at 4.4 µM | MBD2 binding to methylated oligonucleotide | AID 686964, 2013 | Methyl-CpG-binding domain protein 2 (Homo sapiens), Q9UBB5 | 370,000 tested, 0.31% active; in the data active means inhibition above about 13%
* hit, by the source's call; · = not tested or not shown.

SMILES	KLK7 zymogen act	Tn7 DDE FP	Tn6 DDE FP	UHRF1 binding	ARFGAP1 inh	PLCg1 inh	ADAM17 inh	PLC-beta3 inh	ASAP1 GAP inh	MBD2 inh
CC1(C(=O)Nc2ccc3c(c2)OCO3)CCN1C(=O)CCc1ccc(Cl)cc1Cl (stereo not given)	0.7	-10	2	-2	-12	2	2	-2	0	3
Cc1ccc2c(c1)-n1c(nc3cc(F)ccc3c1=O)C(Cc1ccc(O)cc1)NC2=O (stereo not given)	0.5	0	5	0	2	1	0	4	-10	3
O=[N+]([O-])C1=CC=C2C(=NC3(CCCCC3)N2O)C1=NC1CCCCC1	-0.7	-2	-2	3	3	0	-3	-5	14	-4
C=CCN1C(=O)[C@@H](CC(=O)NCc2cccs2)[C@]2(C(=O)OC)CCCCC=C12	-0.6	6	7	3	·	1	-1	-4	·	3
CC(C)(C)C(=O)NNC(=O)C1CC1(c1ccccc1)c1ccccc1 (stereo not given)	0.1	1	-1	-1	8	4	0	-1	2	3
COC(=O)[C@H](CC(C)C)N(CCc1cn(Cc2ccccc2)nn1)S(=O)(=O)c1ccccc1Br	0.3	0	-10	-1	·	2	8.7*	2	·	3
C=CCC[C@H](Cc1ccc(F)cc1)C(=O)OC[C@H](Cc1c[nH]c2ccccc12)NC(=O)[C@@H](CC=C)CC(=O)N[C@H](CO)Cc1ccccc1	0.0	0	-11	1	-1	12*	12*	-3	13	9
N#Cc1ccc(Oc2cccnc2)cc1C#N	-0.8	-3	-8	6	15	2	-4	4	2	10
COC(=O)C1C(=O)C=C(Nc2ccc(F)cc2)CC1c1ccc(OC)cc1 (stereo not given)	0.2	-2	-5	-3	5	-8	-6	-8	-3	0
O=C(Nc1ccccc1Cl)N1CCSc2ccccc21	-0.5	2	-9	-1	-15	2	-3	0	4	3
COCc1cc(C)nc(SCC(=O)Nc2ccc(C)c(C)c2)c1C#N	0.5	-1	-8	1	12	-25	0	-33	-16	0
O=C(c1c[nH]c2ccccc12)N1CCOCC1	0.4	4	8	-1	6	3	-2	-4	6	1
CCCNC(=O)c1cc(C2CCCN(C(=O)c3ccc4ccccc4c3)C2)on1 (stereo not given)	0.4	0	8	-1	5	2	1	3	-5	-2
Cc1ccc(OCCC(=O)OCC(=O)NC2CCCC2)cc1	-0.4	-4	-2	2	7	4	-3	-14	0	2
CCOC(=O)N1CCN(S(=O)(=O)c2ccc(C(=O)N(CCCN(C)C)c3nc4cc(OC)ccc4s3)cc2)CC1	-5.7	-1	-2	3	-10	5	8	2	0	0
Cc1ccc(NC(=O)Nc2cccs2)c(Cl)c1	0.4	-7	2	4	16	-14	-5	-20	20	2
CCOCCC(=O)Nc1nnc(CCc2ccccc2)s1	0.2	0	-6	1	-5	3	0	-1	-6	1
O=C(/C=C/c1ccccc1)OCCN1C(=O)c2ccccc2C1=O	0.4	0	-4	0	12	1	3	-8	2	-3
CSc1ccc(-c2nnn(Cc3ccc(C)cc3)n2)cc1	-0.2	3	-4	0	1	4	-3	1	2	-2
COc1ccccc1CNC(=O)COC(=O)c1ccc([N+](=O)[O-])o1	-0.1	5	5	-5	5	0	-3	-7	-10	-6
O=C1NC[C@H](CCCCN2CCN(CC3CCCCC3)C(=O)C2=O)N(CC2CCCCC2)C1=O	0.0	3	2	-1	-7	7	0	1	-11	0
CCC(C)C(NC(=O)c1ccc(Cl)cc1Cl)C(=O)O (stereo not given)	1.1	3	-2	2	-4	0	0	5	7	-2
Cc1cc(=O)[nH]c(SCC(=O)Nc2ccc(F)c([N+](=O)[O-])c2)n1	0.0	0	2	0	-2	2	0	1	8	0
COc1ccc(CCNC(=O)Cc2ccc(Cl)cc2)cc1OC	0.2	-5	-2	3	-3	1	-1	1	6	-1
COc1ccc(S(=O)(=O)Nc2ccc(-n3cccc3)cc2)cc1	-0.4	-2	-7	2	14	9	3	-1	10	7
CC(=O)c1cc(-c2ccccc2)[nH]c1N1CCOCC1	1.1	2	6	3	1	-31	-5	-27	2	-4
Cc1cc(C)n(C(=O)CNC(=O)c2cccc(Br)c2)n1	-0.3	7	-2	0	-2	2	-3	-4	-3	1
COc1cc(CC(=O)Nc2cccc(S(=O)(=O)N(C)c3ccccc3)c2)cc(OC)c1OC	0.1	6	4	1	4	0	1	-6	-18	3
COc1ccccc1N/N=C(\C#N)C(=N)N1CCOCC1	-0.2	-4	-2	-3	2	5	1	6	-2	-2
COC(=O)Cc1[nH]n(-c2ccccc2)c(=O)c1C=Nc1ccc(C)cc1	0.2	-2	2	-6	2	-15	1	-24	-6	-6
Nc1nc(NC2CCCC2)cc(=O)[nH]1	0.7	0	4	-4	2	4	-2	1	3	-1
COCc1cccc(N2C(=O)CC(C3C=C(C)C4C(=O)N(c5cccc(COC)c5)C(=O)C4C3)C2=O)c1 (stereo not given)	-0.4	2	3	6	-1	0	0	-1	-7	-3
CCCCN(C(=O)NC(=O)Nc1c(C)cc(C)cc1C)S(C)(=O)=O	-0.4	12	-5	9	-10	-3	-3	3	8	4
Cc1ccc(NC(=O)COC(=O)C2CCN(c3ccc(C(F)(F)F)cn3)CC2)cc1C	-1.0	1	-2	-4	18	-2	2	0	24	4
CCOC(=O)c1oc2ccccc2c1NC(=O)c1ccccc1OC	-1.3	1	-3	0	4	-10	-1	-8	8	8
Cc1ccc(NC(=O)CSc2n[nH]c(-c3ccco3)n2)cc1	0.2	-2	3	-2	4	1	-5	3	10	5
Cc1ccc(CNC(=O)CCc2nc(-c3cccs3)no2)cc1	0.9	1	-1	0	1	-1	-1	-1	8	-6
O=C(c1ccc(Cl)cc1)c1c[nH]c(C(=O)NNc2ccccc2)c1	0.3	0	13	-2	-6	-3	2	3	-2	-3
CC[C@@H]1Cc2[nH][nH]c(=O)c2[C@@H](c2ccc(F)cc2)O1	0.3	-4	-1	-7	3	1	-3	2	-2	-2
O=C(O)C1CCN(c2ncccn2)CC1	-0.1	-5	-2	-2	5	-6	-7	-5	6	2
COc1ccc2c(c1)-c1nc(/N=C/c3ccc(O)cc3)sc1CC2	-2.4	-2	4	-7	-5	-69	-13	-77	-5	-3
CC1(C)CC2=C(CO1)C(=S)NC(c1ccccc1)N2CC1CCCO1 (stereo not given)	1.0	4	3	-3	-1	-19	-14	-26	6	1
CCN(CC)S(=O)(=O)c1cc(NS(=O)(=O)c2cc(Cl)ccc2Cl)ccc1C	-0.4	4	2	-1	0	-2	2	0	-10	0
N#Cc1ccc(NC(=O)CSc2cn[nH]n2)cc1	0.1	1	7	0	8	-2	-2	-3	-14	-6
Cc1ccc(N(Cc2cc(=O)[nH]c3ccccc23)C(=O)C(C)C)c(C)c1	0.7	2	9	-2	0	2	-6	-6	1	-6
O=C(NCc1ccncc1)c1cc(F)c(F)cc1Cl	0.3	0	12	2	5	3	-4	-5	-2	4
O=C(O)CN1C(=O)CSc2ccccc21	0.4	5	8	-1	1	0	-1	1	-6	-1
CS(=O)(=O)N(CC(=O)Nc1ccc(S(=O)(=O)N2CCCC2)cc1)c1ccccc1F	0.2	-2	-2	-1	1	2	-2	1	-6	-6
CN(C)CC(=O)Nc1ccc(S(N)(=O)=O)cc1	-0.7	4	-3	2	13	4	-7	7	3	6
CN(C(=O)c1cccc(NC(=O)Cc2cccc(NC(=O)C3CCN(C(=O)C4CCCC4)CC3)c2)c1)C1CCC1	0.6	-1	8	7	5	4	-1	0	10	-2
CC(C)Cn1c(SCC(=O)NCc2ccco2)nnc1-c1ccncc1	0.2	-3	8	-3	-7	2	1	1	9	-4
CC1=CC(C)(C)N(C(=O)CN2C(=O)CCC2=O)c2ccc(C)cc21	-0.2	3	-4	10	0	2	-3	-5	6	4
COCCCNC(=O)CN1C(=O)/C(=C/c2ccccc2)Sc2ccccc21	-0.2	-1	-4	0	-11	-12	-3	-21	-5	-2
O=C(CSc1nnc(-c2cccs2)n1Cc1ccccc1)NCc1ccc2c(c1)OCO2	-0.1	-4	-2	-1	2	-4	-6	3	8	2
COc1cc(/C=C(\C#N)C(=O)NCCc2ccccc2)cc(OC)c1O	0.3	-15	4	-5	-1	-25	2	-36	10	-5
Cc1ccc(C(=O)Nc2ccccc2[N+](=O)[O-])cc1S(=O)(=O)N1CCOCC1	-0.1	-3	2	-3	10	3	3	2	-10	-2
CCc1noc(C)c1C(=O)Nc1cc(S(=O)(=O)N2CCOCC2)ccc1OCC(F)(F)F	-0.8	-3	-3	2	9	-1	-3	-8	1	-1
CC(=O)NCC(=O)OCC(=O)c1ccc2ccccc2c1	-75	-8	2	-1	6	-126	-18	-170	-2	0
CC(C)[C@H](NC(=O)c1cccc(S(=O)(=O)N2CCOCC2)c1)C(=O)Nc1nccs1	0.2	6	2	2	15	-1	-3	-4	1	-3
COc1ccccc1Oc1nc(C)c(C(C)=O)cc1C#N	0.3	1	-5	-3	8	2	-1	2	-4	-1
Next section:
SMILES	KLK7 zymogen act	Tn7 DDE FP	Tn6 DDE FP	UHRF1 binding	ARFGAP1 inh	PLCg1 inh	ADAM17 inh	PLC-beta3 inh	ASAP1 GAP inh	MBD2 inh
CCC(C)NC(=O)COC(=O)c1cccnc1Nc1ccccc1F (stereo not given)	0.4	3	11	0	4	-2	5	-1	-7	-2
O=C(CSc1nnc(NC2CC2)s1)Nc1ccc(N2CCOCC2)cc1	-0.3	4	7	2	-11	0	0	-6	-8	6
COc1ccnc(CS(=O)c2nc3cc(C(O)(F)F)ccc3[nH]2)c1OC (stereo not given)	1.0	4	-3	-2	3	-150	-26	-236	7	-3
COCCCNC(=O)CCSc1ccc(C)cc1	-0.7	7	-4	2	6	-2	-4	5	-1	3

One compound at a time (already shown). Screens in order: KLK7 zymogen act	Tn7 DDE FP	Tn6 DDE FP	UHRF1 binding	ARFGAP1 inh	PLCg1 inh	ADAM17 inh	PLC-beta3 inh	ASAP1 GAP inh	MBD2 inh
Shown for `CS(=O)(=O)N(CC(=O)Nc1ccc(S(=O)(=O)N2CCCC2)cc1)c1ccccc1F` = 0.2	-2	-2	-1	1	2	-2	1	-6	-6
Shown for `COCc1cccc(N2C(=O)CC(C3C=C(C)C4C(=O)N(c5cccc(COC)c5)C(=O)C4C3)C2=O)c1` (stereo not given) = -0.4	2	3	6	-1	0	0	-1	-7	-3
